pCIP destab – p/CIP protein destabilization | Q05BA5 | F442A p/CIP-EGFP cells, EGFP fluorescence, 16 h | decrease of EGFP signal, % at 10 µM | 290,000 tested, 0.01% active;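 active = EGFP signal decrease of at least 30% at 10 µM or well 3 SD below plate mean, unless failing retest; inactive = the rest, including hits failing retest or dose response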; also: some compounds called inactive have numbers as strong as hits; many of its hits are not listed in these tables
IDE act – IDE (human) activation, cell-based | HEK cells, FAbeta-B cleavage, fluorescence polarization; 0% vehicle, 100% cell-free pure enzyme wells | activation, % at 5.96 µM | 340,000 tested, 0.073% active;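 active = activation above the mean of all tested compounds plus 3 SD, set per screening campaign, cut at about 17% in these data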
Target sequence (P14735 whole entry, looked up): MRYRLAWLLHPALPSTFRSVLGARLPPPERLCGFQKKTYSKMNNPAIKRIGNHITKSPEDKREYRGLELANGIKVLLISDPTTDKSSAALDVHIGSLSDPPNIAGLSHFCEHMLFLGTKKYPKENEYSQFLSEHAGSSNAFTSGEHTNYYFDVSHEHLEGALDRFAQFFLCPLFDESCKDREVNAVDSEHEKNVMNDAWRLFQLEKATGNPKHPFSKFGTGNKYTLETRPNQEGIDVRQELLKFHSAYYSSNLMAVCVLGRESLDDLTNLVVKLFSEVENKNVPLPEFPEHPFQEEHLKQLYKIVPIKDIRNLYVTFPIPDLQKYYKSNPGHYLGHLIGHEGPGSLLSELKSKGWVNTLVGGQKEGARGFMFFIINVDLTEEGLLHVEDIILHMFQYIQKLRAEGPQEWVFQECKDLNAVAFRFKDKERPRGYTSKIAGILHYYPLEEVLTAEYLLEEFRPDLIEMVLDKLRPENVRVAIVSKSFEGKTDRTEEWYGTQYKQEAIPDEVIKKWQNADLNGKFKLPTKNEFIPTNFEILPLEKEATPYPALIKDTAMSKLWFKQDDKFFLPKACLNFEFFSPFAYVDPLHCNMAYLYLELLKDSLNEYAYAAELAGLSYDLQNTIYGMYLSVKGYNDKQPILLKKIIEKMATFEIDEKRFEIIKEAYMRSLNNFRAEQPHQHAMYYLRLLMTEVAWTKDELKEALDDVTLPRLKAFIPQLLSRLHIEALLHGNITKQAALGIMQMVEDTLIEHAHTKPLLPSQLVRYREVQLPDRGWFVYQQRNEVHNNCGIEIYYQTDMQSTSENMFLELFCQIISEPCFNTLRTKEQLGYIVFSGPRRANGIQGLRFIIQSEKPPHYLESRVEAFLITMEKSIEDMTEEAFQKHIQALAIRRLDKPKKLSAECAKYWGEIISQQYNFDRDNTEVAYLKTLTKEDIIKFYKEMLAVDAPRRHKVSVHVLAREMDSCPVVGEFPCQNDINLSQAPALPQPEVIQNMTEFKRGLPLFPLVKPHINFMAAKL
MEKK3 PB1 HTS – modulators (inhibitors or enhancers) of MEK5 binding to human MEKK3 PB1 domain. Q99759. binding response (% of control), % at 10 µM. bead-based flow cytometry, Alexa488-MEK5 binding to MEKK3; actives lie on both sides; 0 = blocked by unlabeled MEK5, 100 = vehicle. 290,000 tested, 1.4% active;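 active = binding response more than 3 SD above or below the average of its plate-row segment, actives on both sides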;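 also: Alexa488 bead fluorescence after subtracting the streptavidin-only scavenger bead signal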
GalR3 antag – human GalR3 antagonism; inhibition, % at 3 µM; AID 651719; 360,000 tested, 0.44% active; HEK293 GalR3-CNG cAMP membrane potential fluorescence; galR3 body fused to GalR1 C-terminus; O60755;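 active = inhibition above the screen-wide average plus 3 SD, cut at about 13% in these data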;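 also: forskolin and galanin both at EC90 stimulate the cells; cAMP rise reported by CNG channel membrane potential dye signal; 0% = forskolin plus galanin with DMSO and 100% = forskolin alone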
CRFR2-BP antag – antagonists of CRF-binding protein/CRF-R2 receptor complex; 350,000 tested, 0.59% active; AID 588475; inhibition, % at 11.8 µM; HEK293 CRF-R2/CRF-BP, CRF-induced calcium fluorescence;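 active = inhibition of the ligand-induced calcium signal above about 50% at the single tested concentration, limit read from the data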
CRFBP-R2 agonist – CRF-BP/CRF-R2 complex agonism | HEK293 CRF-R2/CRF-BP, calcium dye fluorescence (FLIPR); percent of saturating CRF peptide response | activation, % at 13.2 µM | 350,000 tested, 0.46% active;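 active = activation of at least 50%, plus an integration ratio under a set limit after plate pattern correction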;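 also: plate controls were neutral control wells without compound for no effect and CRF at EC100 for full effect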
CHRM4 PAM – potentiates acetylcholine response at human M4 receptor | 360,000 tested, 0.4% active | CHO-K1 hM4/Gqi5, Fluo-8 calcium fluorescence, ACh EC20; 0% = ACh EC20, 100% = maximal ACh | activation, % at 3 µM;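 active = activation above its plate's cutoff, the mean activation of sample wells plus 3 SD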; also: some results filed as inactive read as strong as hits
IDE inh – cellular human IDE inhibition | inhibition, % at 5.59 µM | P14735 | AID 434962 | 320,000 tested, 0.41% active | HEK cells, FAbetaB cleavage, fluorescence polarization;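 active = percent inhibition above the average of all tested compounds plus 3 SD, set per screening campaign, cut at about 16% in these data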;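 also: IDE supplied by intact live HEK cells; FP after avidin binding of uncleaved biotin substrate so inhibition keeps polarization high; 0% = DMSO wells and 100% = 60 µM reference IDE inhibitor Ii1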
PHOSPHO1 block – blocks human PHOSPHO1 phosphatase activity | Q8TCT1 | recombinant PHOSPHO1, absorbance phosphatase assay | inhibition, % at 13.3 µM | 290,000 tested, 1.1% active | AID 1565; in the data active = inhibition above about 60%
The depositor's hits bear a star; x = no result given; & = joins results of further samples. Rows were taken by chance, and some 4.2% of all compounds hit somewhere here.

SMILES	pCIP destab	IDE act	MEKK3 PB1 HTS	GalR3 antag	CRFR2-BP antag	CRFBP-R2 agonist	CHRM4 PAM	IDE inh	PHOSPHO1 block
Cc1ccc(S(=O)(=O)CCc2nnc(NC(=O)c3cccs3)s2)cc1	-8	-2	99	0	8	-1.9	-7	2	-2
Cc1cccc(C)c1OCCOCCN1CCN(C)CC1	-12	4&-6	105	-5&-6	7&-2	-3.8&2.9	3&7	-1	-15
COc1cc(NC(=S)N2CCN(S(=O)(=O)c3ccc(C)cc3)CC2)cc(OC)c1	-14	1	95	-3	-8	5.0	-2	1	47
C/C(=N\O)c1sc(-c2ccccc2)nc1C	14	3	98	4	10	-1.9	-3	x	-19
N/N=C(/Cc1nc2ccccc2[nH]1)c1ccc([N+](=O)[O-])cc1	2	1	102	-7	18	-0.1	-15	4	-2
O=C(Cn1ccnc1[N+](=O)[O-])N(CCO)CCO	x	x	x	-1	44	0.3	1	x	x
Cc1ccc(C)c(S(=O)(=O)N2CCN(C(=O)[C@@H]3CCCN3C(=O)c3cccs3)CC2)c1	x	2	x	-4	-8	2.0	8	-1	x
CCCc1cc(C(=O)Nc2cc(C)ccc2O)no1	0	-2	103	-6	4	-1.0	-6	-13	28
Cc1ccc2[nH]c3ccccc3c(=O)c2c1	-9	0	103	-10	22	-1.8	-2	1	31
COc1ccc(C(=O)NCCc2nnc(SCC(=O)Nc3ccccc3C(C)C)n2C)cc1	-10	1	103	-4	15	-0.4	0	5	5
COc1ccc(C2Nc3ccccc3C(=O)N2c2ccc(F)cc2)cc1Cn1nnc2ccccc21 (centres undefined)	1	-2	117	-10	9	-0.1	-8	5	2
COC(=O)c1cccc(-n2sc3ccccc3c2=O)c1	x	-23	x	-3	1	5.5	-4	68*	x
COc1ccc(-c2ncncc2-c2ccc(Cl)cc2)c(O)c1	14	6	54	2	-6	-1.2	5	-6	43
CN(CC(=O)Nc1ccccc1Br)C(=O)c1ccccc1OCc1ccccc1Cl	x	5	x	-3	-2	-0.8	6	x	x
COc1ccc(CC(NC(C)=O)C(=O)NC2CCN(c3c4c(nc5ncnn35)CCC4)CC2)cc1OC (centres undefined)	8	x	100	x	1	2.9	x	6	5

A second format for some results above:
Molecule,pCIP destab,IDE act,MEKK3 PB1 HTS,GalR3 antag,CRFR2-BP antag,CRFBP-R2 agonist,CHRM4 PAM,IDE inh,PHOSPHO1 block
CCCc1cc(C(=O)Nc2cc(C)ccc2O)no1,0,-2,103,-6,4,-1.0,-6,-13,28
Cc1ccc2[nH]c3ccccc3c(=O)c2c1,-9,0,103,-10,22,-1.8,-2,1,31
COc1ccc(C(=O)NCCc2nnc(SCC(=O)Nc3ccccc3C(C)C)n2C)cc1,-10,1,103,-4,15,-0.4,0,5,5
COc1ccc(C2Nc3ccccc3C(=O)N2c2ccc(F)cc2)cc1Cn1nnc2ccccc21 (centres undefined),1,-2,117,-10,9,-0.1,-8,5,2

Further records follow.
SMILES	pCIP destab	IDE act	MEKK3 PB1 HTS	GalR3 antag	CRFR2-BP antag	CRFBP-R2 agonist	CHRM4 PAM	IDE inh	PHOSPHO1 block
COc1cc(C(=S)N2CCC(Cc3ccccc3)CC2)ccc1OCC(N)=O	1	0	101	-9	11	1.1	-7	4	28
CCOC(=O)CNC(=O)c1ccc2[nH]c3c(c2c1)CCCC3	-10	0	95	1	2	0.2	2	-2	14
O=C(NC1CC1)C1=C[C@@H](c2ccc3c(c2)OCO3)C[C@@H](OCCCCO)O1	-11	5	94	-7	6	11	-5	-2	35
c1ccc2c(CSCc3nc4ccccc4[nH]3)cccc2c1	-7	0	103	0	-10	3.2	-11	9	33
COc1ccc(/C=N/NC(=O)c2ccc(-c3ccccc3)cc2)cc1O	-1	-10	104	0	22	-1.3	-6	10	28
C/C(CC(=O)N(C(C)C)C(C)C)=N\NC(=O)COc1ccc(Br)cc1Br	-2	4	91	-4	-15	1.9	-5	-1	0
COc1cc(OC)c(S(=O)(=O)N2CCCCC2)cc1S(=O)(=O)N1CCCCC1	-8	0	100	-2	-40	34	3	3	7
C[C@H](CO)N1C[C@H](C)[C@@H](CN(C)Cc2ccncc2)Oc2c(NS(=O)(=O)c3cn(C)cn3)cccc2C1=O	x	4	x	-2	2	0.6	0	3	x
O=C(O)/C=C/c1ccc(S(=O)(=O)NCc2cccnc2)cc1	-6	4	103	-4	9	-1.2	-1	0	40
O=C(NCCOc1ccccc1)C1CCC(=O)N(Cc2ccc(Cl)cc2)C1 (centres undefined)	-14	4	102	-3	3	0.0	-3	4	22
CCOc1cc(C2Nc3ccccc3C(=O)N2c2ccccc2)ccc1O (centres undefined)	-18	1	103	2	1	-0.6	16	0	-7
CC(C)Nc1nnc(SCC(=O)c2c[nH]c3ccccc23)s1	-6	-1	103	-11	-54	-0.6	5	3	-7
COC(=O)c1ccc(C(=O)OC)c(NC(=S)N2CCC(C)CC2)c1	2	-6	95	-1	-16	0.0	-7	1	-10
COc1ccc(S(=O)(=O)Nc2ccc3c(c2)C(=O)N([C@H](C)CO)C[C@H](C)[C@@H](CN(C)C(=O)NC2CCCCC2)O3)cc1	x	-2	x	-5	0	-1.7	-3	-3	x
O=C(Nc1cc([N+](=O)[O-])ccc1N1CCCC1)c1ccccc1	4	0	89	-2	2	-8.2	-8	-2	25
O=C(COc1ccc(Cl)cc1Cl)NCCCCc1ccccc1	-5	7	99	0	-44	13	1	3	9
Cc1ccc(Cn2c(CCNc3nc(-c4ccc(Cl)c([N+](=O)[O-])c4)cs3)nc3cc(C(=O)NCCCO)ccc32)cc1	x	0	98	3	-11	2.1	-3	-4	x
CCn1nnnc1SCC(=O)N(C1CCCCC1)C1CCCCC1	-10	-6	102	-2	0	0.0	-1	3	6
CC(NC(=O)c1ccccc1F)c1nnc(SCC(=O)NC2CCCC2)n1C (centres undefined)	-7	1	93	0	8	0.8	-7	0	26
CC(=O)Oc1ccc(-c2ccc(C(=O)Nc3cccc(S(=O)(=O)N4CCOCC4)c3)cc2)cc1	-6	-2	110	-11	7	2.7	-14	3	44
N/C(=N\OC(=O)CCC1CCCC1)c1ccccn1	-9	-2	96	9	-11	4.8	7	1	3
CCOC(=O)c1c(NC(=O)CS(=O)(=O)c2cn(CC)c3ccccc23)sc2c1CCCC2	-11	3	102	x	49	4.0	3	-3	6
O=C(NC1CCS(=O)(=O)C1)/C(=C/c1ccc(Cl)cc1)NC(=O)c1ccccc1 (centres undefined)	1	3	100	-5	10	-0.8	1	4	181*
COc1ccc(CNC(=O)C2CCN(S(=O)(=O)c3ccc(-c4nn[nH]n4)cc3)CC2)cc1	1	1	97	-3	8	0.5	-9	3	-7
Cn1c(CN2CCCCC2)nc2cc(NC(=O)c3cccs3)ccc21	-29	5	98	-9	30	0.1	-10	2	-3
Cc1ccc2nc(C3CCN(C(=O)c4ccco4)CC3)[nH]c2c1	-6	-12	106	-7	1	0.4	7	5	2
Oc1ccccc1C1NN=C(c2ccccc2)S1 (centres undefined)	11	5	101	-8	8	-1.5	-4	-4	x
O=C(c1ccc(COc2ccc(F)cc2)o1)n1cc(Br)cn1	8	-4	112	-5	-5	3.6	-4	5	-35
Cc1ccccc1Nc1nnc(SCC(=O)c2cc3ccccc3o2)s1	-11	-2	104	0	-66	26	8	19*	21
CCOC(=O)CN(C#N)c1nc(N(C)C)nc(N(C)C)n1	6	2	105	4	6	-4.4	9	3	-11
COc1ccc2nc(NC(=O)C3COc4ccccc4O3)sc2c1 (centres undefined)	5	5	101	-1	-3	-0.2	-2	1	-7
O=C(COC(=O)c1cccc(OC(F)F)c1)Nc1ncccn1	x	6	x	-4	2	0.3	1	-2	x
COc1ccc(CC2c3cc(OC)c(OC)cc3CC[N+]2(C)CCC(=O)OCCCCCOC(=O)CC[N+]2(C)CCc3cc(OC)c(OC)cc3C2Cc2ccc(OC)c(OC)c2)cc1OC (centres undefined)	x	3	x	x	5	-0.5	-8	2	x
COC(=O)C1=C(C(=O)OC)[C@@H]2N(Cc3ccccc3)c3ccccc3[C@@]23C[C@@H](C(=O)OC)N(C(C)=O)C3=N1	-8	5	79	-6	12	-2.4	1	0	9
c1csc(C(c2nnnn2C2CCCCC2)N2CCCC3(CCCCC3)C2)c1 (centres undefined)	-9	5	104	-3	-11	-1.9	4	0	-6
CCCNC(=O)c1noc2c1CCc1ccccc1-2	2	4	102	1	-8	-0.6	-4	0	-10
COC(=O)c1cc(O)cc(OC)c1Oc1cc(C)cc(O)c1C(=O)O	0	-2	95	-7	-2	0.1	5	-1	4
O=C(c1ccc(F)cc1)C1CCN(C(=O)NCc2ccccc2)CC1	-5	-4	104	-8	3	-3.9	5	-2	-6
CCOC(=O)c1cc2c(c(CCO)n1)[C@H](CCO)N(S(=O)(=O)C(C)(C)C)C2	x	1	x	-4	8	8.0	8	x	x
Cc1ccccc1NC(=O)Cc1nc(COC(=O)C(C)C)cs1	8	4	102	0	-9	-3.3	6	-3	48
Cc1ccc(/C=N\NC(=O)Cc2noc3ccccc23)cc1	-11	4	105	-13	-4	-1.3	-4	-4	20
CCSc1nnc(NC(=O)c2nc(-c3ccccc3)n(-c3ccccc3)n2)s1	3	7	100	1	-6	-2.0	2	3	-11
COc1ccc(/C=C(\NC(=O)c2ccc(OC)cc2)C(=O)Nc2ccc(C(=O)O)cc2)cc1	5	2	101	-11	1	0.3	-4	x	33
CC(C)Cn1c(C23CC4CC(CC(C4)C2)C3)n[nH]c1=S	-10	-4	104	-14	31	1.0	-14	6	x
Cc1ccc(-c2nc(CS(=O)CC(=O)NCc3ccccn3)c(C)o2)cc1 (centres undefined)	-9	2	101	x	-55	1.0	2	-1	17
C/C=C\C=C\C(=O)N1CC2(CC(c3cccc(NC(=O)CC)c3)=NO2)C[C@H]1C(N)=O (some centres undefined)	4	5	97	-4	1	0.1	8	-1	31
O=C(N/N=C/c1oc(O)c2ccccc12)c1ccccc1	7	3	82	-1	15	-0.2	8	-2	32
C[C@H]1COC(=O)[C@H](Cc2ccc(F)cc2)CC/C=C/C[C@@H](CC(=O)N(CCO)Cc2ccccc2)C(=O)N1	x	4	x	-7	14	-3.0	1	2	x
CCOC(=O)C1CCC(CNCc2ccccc2C)CC1 (centres undefined)	12	8	105	-3	-10	-1.3	-24	-3	2
O=[N+]([O-])c1cccc(N=NNc2cccc([N+](=O)[O-])c2)c1	x	x	x	-5	-6	-2.3	1	x	x
CCc1ccc(OCC(=O)Nc2ccc(-c3cc4ccccc4oc3=O)c(OC)c2)cc1	-23	-7	99	26*	-22	-1.3	-20	9	15
CCn1c(SCc2nc3ccccc3s2)nc2cc(S(=O)(=O)N3CCOCC3)ccc21	x	7	x	-1	6	0.3	-18	5	x
O=C(c1ccncc1)N1N=C(c2ccc(Cl)cc2)CC1c1ccccc1O (centres undefined)	-9	-1	99	-11	-10	-1.5	-8	-22	15
CN1CCC(NC(=O)Cc2c(F)cccc2Cl)CC1	1	3	101	-2	-1	5.9	17	-5	2
CCOC(=O)CNC(=O)CSc1nnc(Cn2c(=O)sc3ccccc32)n1-c1ccccc1C	-7	1	92	-5	38	5.7	2	-1	6
Cc1cc(/C=C2\SC(=O)NC2=O)c(C)n1-c1ccc(N2CCOCC2)cc1	4	3	100	-4	-59	2.9	-5	5	8
O=C(C[n+]1ccccc1)N/N=C/c1ccccc1C(F)(F)F	-3	-1	105	-12	1	0.2	-7	-5	29

Source: PubChem
